Source: PubChem
SW480 rerep = induces DNA re-replication in SW480 colon adenocarcinoma cells. SW480 DNA re-replication, Hoechst DNA content imaging, 48 h. Potency, µM (titrated, usually from 46.1 µM), for the others: at the top dose re-replication activation, actives largely listed as activators. 340,000 compounds, 1.8% hits. AID 624297; further: potency means the concentration at half of the fitted maximal effect; % of control where 0% means no effect; nearly all actives have a fitted effect of over 55% in size
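Per well, 250 cells were exposed to pinned compound for 48 hr. Nuclear DNA was visualised with Hoechst (40 min, 37 C) and total object intensity recorded by fluorescence scanning.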
KB-3-1 cytotox = KB-3-1 parental cell cytotoxicity | KB-3-1 viability, CellTiter-Glo ATP luminescence, 72 h | Potency, µM (top dose mostly 46.1 µM), for the others: at the top dose activity change, negative = cytotoxic, actives largely listed as cytotoxic | 400,000 compounds, 1.4% hits; further: potency means the concentration at half of the fitted maximal effect; on the % scale 0 is the no-effect control and ±100 the full control effect; nearly all actives have a fitted effect of over 60% in size
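Using CellTiter-Glo luminescence, growth of non-resistant KB-3-1 adenocarcinoma cells is assessed 72 h after pin-tool compound addition at 37 °C. Normalized responses across the concentration series yield fitted curves.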
HT1080-NT tox = kills 2HG-producing HT-1080-NT fibrosarcoma cells. HT-1080-NT fibrosarcoma viability, CellTiter-Glo ATP luminescence, 48 h. Potency, µM (highest dose often 46.1 µM), inactives show at the top dose activity, negative = less viability, actives largely listed as cytotoxic. 360,000 compounds, 1.6% hits. AID 686970;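 further: NT is the 2HG producing partner of a matched IDH1 knockdown line; potency means the concentration at half of the fitted maximal effect; 0% = DMSO-treated cells and -100% = media-only wells without cells; nearly all actives have a fitted effect of over 55% in size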
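Toxicity toward the 2HG-producing NT line was scored as %Activity, normalised to DMSO and no-cell wells, from CellTiter-Glo luminescence after 48 hours' treatment.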
IL-1B inflam inh = inhibitors of inflammasome signaling (IL-1 beta secretion) | activity change, % at 57.5 µM | 360,000 compounds, 4.7% hits | THP-1 LPS/ATP IL-1B secretion, AlphaLISA, 16 h; active compounds read low | AID 743279; in the data active means activity change below about -50%; inconclusive means mostly about -30% to -49%; further: on the % scale 0 is the no-effect control and ±100 the full control effect
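Secreted IL-1B measured by AlphaLISA bead assay after 16 h compound exposure of THP-1 cells; compounds (final up to 57.5 uM) added 1 h before LPS (250 ng/mL) and ATP (1.25 mM) stimulation; lower signal means less secretion.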
KB-V1 cytotox = kills drug-selected multidrug resistant KB-V1 cells; KB-V1 MDR cells viability, CellTiter-Glo, 72 h; Potency, µM (highest dose often 46.1 µM), inactives show at the top dose activity change, negative = cytotoxicity, actives largely listed as cytotoxic; 400,000 compounds, 3.4% hits; further: potency means the concentration at half of the fitted maximal effect; on the % scale 0 is the no-effect control and ±100 the full control effect; nearly all actives have a fitted effect of over 60% in size
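Drug-selected KB-V1 cells, grown in DMEM lacking phenol red with 10% FBS, receive compound titrations; after three days at 37 degrees C, surviving cell ATP is quantified by CellTiter-Glo luminescence and responses normalized and curve-fitted.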
HT1080 IDH1KD tx = toxicity to HT-1080 IDH1 knockdown cells (counter line) | HT-1080 IDH1 knockdown viability, ATP luminescence, 48 h | Potency, µM (series often up to 46.1 µM), inactives show top-dose activity, negative = toxicity, most hits filed as cytotoxic | 360,000 compounds, 2% hits | AID 686971;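 further: potency means the concentration at half of the fitted maximal effect; 0% = DMSO wells and -100% = cell-free medium wells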
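Using the IDH1-knockdown HT-1080 line run in the same batch and compound series as the NT line, viability after 48 h at 37 °C was determined by CellTiter-Glo luminescence and expressed as % activity.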
WRN helicase inh = blocks human WRN helicase; WRN helicase unwinding, fluorescent forked duplex, kinetic; Potency, µM (doses to about 114 µM), for inactives: top-dose activity change, negative = inhibition, actives largely listed as inhibitors; 360,000 compounds, 0.46% hits; further: potency means the concentration at half of the fitted maximal effect; on the % scale 0 is the no-effect control and ±100 the full control effect; nearly all actives have a fitted effect of over 55% in size
Target sequence (Q14191 whole entry, looked up): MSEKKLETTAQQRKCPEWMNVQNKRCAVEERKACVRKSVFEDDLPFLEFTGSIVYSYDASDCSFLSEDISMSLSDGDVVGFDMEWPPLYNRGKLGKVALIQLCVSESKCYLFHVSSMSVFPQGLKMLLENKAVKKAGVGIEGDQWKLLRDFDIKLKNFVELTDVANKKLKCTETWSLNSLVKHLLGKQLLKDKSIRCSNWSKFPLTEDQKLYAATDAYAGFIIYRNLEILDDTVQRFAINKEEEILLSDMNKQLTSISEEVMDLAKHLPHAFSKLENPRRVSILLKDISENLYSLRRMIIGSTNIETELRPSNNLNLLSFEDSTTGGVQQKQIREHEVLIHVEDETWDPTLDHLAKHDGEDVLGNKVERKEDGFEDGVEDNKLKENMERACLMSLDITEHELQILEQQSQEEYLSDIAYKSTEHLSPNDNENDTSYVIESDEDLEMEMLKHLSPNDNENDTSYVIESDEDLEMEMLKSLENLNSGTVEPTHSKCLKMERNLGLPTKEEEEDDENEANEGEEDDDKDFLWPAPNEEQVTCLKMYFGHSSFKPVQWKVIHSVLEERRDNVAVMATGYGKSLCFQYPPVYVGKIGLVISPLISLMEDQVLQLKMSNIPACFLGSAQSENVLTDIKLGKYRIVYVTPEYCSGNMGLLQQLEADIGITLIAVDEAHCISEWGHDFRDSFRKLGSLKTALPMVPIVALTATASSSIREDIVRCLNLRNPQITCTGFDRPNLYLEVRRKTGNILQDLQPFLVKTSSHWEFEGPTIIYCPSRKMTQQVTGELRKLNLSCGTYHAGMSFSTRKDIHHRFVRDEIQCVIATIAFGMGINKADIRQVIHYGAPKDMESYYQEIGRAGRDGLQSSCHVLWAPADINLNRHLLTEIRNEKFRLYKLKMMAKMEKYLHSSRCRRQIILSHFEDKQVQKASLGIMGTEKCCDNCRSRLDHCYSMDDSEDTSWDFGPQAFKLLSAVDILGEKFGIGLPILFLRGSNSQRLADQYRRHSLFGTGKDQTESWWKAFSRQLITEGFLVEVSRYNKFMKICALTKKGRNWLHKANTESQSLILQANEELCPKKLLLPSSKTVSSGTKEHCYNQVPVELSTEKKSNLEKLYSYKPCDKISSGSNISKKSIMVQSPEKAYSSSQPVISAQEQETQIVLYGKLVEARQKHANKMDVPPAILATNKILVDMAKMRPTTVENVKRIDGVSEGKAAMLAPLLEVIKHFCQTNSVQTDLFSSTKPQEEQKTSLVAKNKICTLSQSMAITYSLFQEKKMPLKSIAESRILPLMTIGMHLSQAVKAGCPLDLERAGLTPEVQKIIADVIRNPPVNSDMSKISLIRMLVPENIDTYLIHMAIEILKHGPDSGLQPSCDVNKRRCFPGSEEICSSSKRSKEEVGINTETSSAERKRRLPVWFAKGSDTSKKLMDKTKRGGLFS
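Kinetic fluorescence helicase assay: unwinding of a quenched forked DNA duplex (100 nM final) with 2 mM ATP final raises red fluorescence (525/598 nm). Compounds sat 15 min at room temperature with 20 nM WRN beforehand.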
ATXN2 expr inh = reduces ATXN2 reporter expression in HEK-293 cells; HEK-293 ATXN2-luciferase reporter, luminescence, 24 h; Potency, µM (series often up to 57 µM), inactives show at the top dose activity change, negative = inhibition, usual class: inhibitors; 360,000 compounds, 0.72% hits; further: potency means the concentration at half of the fitted maximal effect; on the % scale 0 is the no-effect control and ±100 the full control effect; nearly all actives have a fitted effect of over 55% in size
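ATXN2-luciferase reporter cells (luciferase flanked by upstream and downstream ATXN2 gene portions) were treated 24 h at 37 °C with compounds at up to 57 uM. SteadyGlo luminescence gave expression; GF-AFC fluorescence gave viability.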
MCF10A rereplic = induces DNA re-replication in MCF 10a normal breast cells | MCF 10A DNA re-replication, Hoechst nuclear intensity, 48 h | Potency, µM (top dose mostly 46.1 µM), without a hit: at the top dose activity, positive = re-replication, actives largely listed as activators | 350,000 compounds, 2.9% hits | AID 624296; further: potency means the concentration at half of the fitted maximal effect; % of control where 0% means no effect; nearly all actives have a fitted effect of over 50% in size
* hit, by the source's call; ? = inconclusive; . = no result given; [ ] = another dose, or the depositor's remark. Unless noted, the call rests on the fitted dose curve; in most records, active means well fitted curve in the direction sought with a large enough effect; inconclusive means small, poorly fitted or top-dose-only effect, or another doubt; inactive means no such curve, though single readings can be large; an effect the other way counts as inactive or inconclusive. Rows are unselected. Share with any hit: about 12%.

SMILES | SW480 rerep | KB-3-1 cytotox | HT1080-NT tox | IL-1B inflam inh | KB-V1 cytotox | HT1080 IDH1KD tx | WRN helicase inh | ATXN2 expr inh | MCF10A rereplic
COc1ccccc1N(C)S(=O)(=O)c1ccc(C(=O)Nc2ccc(N3CCOCC3)cc2)cc1 | -7.5%[1.84 µM] | ? | ? | -67.6* | 0.0% | -18.6% | -13.2%[57.1 µM] | ? | -20.8%
Cn1c(SCc2ccc(Br)cc2)nnc1-c1ccncc1 | 11.0% | 0.1% | -1.3% | -12.3 | -13.2% | 4.7% | -13.3% | -9.0% | 16.3%
CC1=C(C(=O)N(C)C)CC(CC(=O)NCCc2ccccn2)C(=O)N1Cc1ccccc1 (stereo not given) | . | 5.4% | 1.3% | -9.8 | 4.7% | 3.1% | 2.3% | 1.2% | .
N#Cc1cccc(-n2c(-c3ccccc3)nnc2-c2ccccc2)c1C#N | -12.5% | 5.4% | -28.2% | ? | ? | ? | -6.7% | 21.3% | -3.0%
CCN(Cc1ccncc1)C(=O)c1cccs1 | -21.8% | -0.7% | 8.8% | -5.5 | -20.0% | -23.6% | 3.3% | 3.1% | 0.8%
COc1ccc(-n2c(C)cc(/C=C3\C(=N)N4N=C(CC(=O)N5CCOCC5)SC4=NC3=O)c2C)cc1 | -2.4% | 16.5% | -26.6% | 24.6 | 0.0% | -23.8% | 5.3%[11.6 µM] | . | -8.6%
C/C(=C\c1ccccc1)CN1CCN(C(C)C)C(CCO)C1 (stereo not given) | 18.4% | 1.7% | 1.3% | -11.7 | -16.7% | -1.2% | 0.8% | 0.6% | -2.1%
CCOC(=O)CNC(=O)CNC(=O)c1ccc(OC)cc1 | 2.8% | -0.1% | 5.4% | 10.3 | ? | 14.6% | -0.8% | -13.0% | -1.3%
CCOc1cc(C(=O)N(Cc2ccccc2)c2ccc(C)cc2)ccc1OCC(=O)N1CCOCC1 | -7.4% | -1.2% | 4.6% | 4.7 | ? | 5.2% | -5.9% | 1.0% | 2.3%
Cc1cc(C)c(C)c(S(=O)(=O)N[C@@H](C)C(=O)OCc2cc(=O)n3cc(Br)ccc3n2)c1C | 2.9% | 18.3% | 3.9% | 27.5 | 5.6% | 10.2% | -5.3%[11.6 µM] | 5.0% | 1.3%
COc1cc2sc(-c3ccccc3OC)c(-c3ccc(O)cc3)c2cc1OC | ? | 6.9% | ? | 5.0 | 5.3% | ? | 5.3% | -35.0% | -12.1%
Cc1ccc(OC(=O)COc2ccccc2C)c(-n2nc3ccccc3n2)c1 | -0.5% | 0.0% | 3.1% | -2.1 | -8.6% | 15.4% | -10.4% | 59.4%[activator] | 4.4%
CCc1cc2c(=O)n(-c3ccccc3)cnc2s1 | -3.1% | -15.3% | 16.6% | -12.4 | 0.0% | 11.7% | 1.5% | 37.4% | 0.8%
O=C(c1cccnc1)N1CCc2ccccc21 | -11.4% | 1.2% | -6.5% | 26.3 | -6.2% | 8.9% | -1.6% | 4.1% | 17.1%
C[C@H](CO)N1C[C@H](C)[C@@H](CN(C)S(C)(=O)=O)Oc2c(NC(=O)C3CCCCC3)cccc2C1=O | -2.1% | 2.8% | 1.1% | -9.6 | 0.0% | -1.3% | 4.7% | -4.6% | 0.4%
CCSc1nnc(NC(=O)CSc2nnc(-c3c[nH]c4ccccc34)n2CC)s1 | -11.5% | -2.7% | -5.8% | 16.7 | -2.3% | -2.0% | 4.8% | 5.8% | -1.2%
CC(=O)c1c(C)[nH]c(C(=O)NNC(=O)c2ccc(Br)cc2)c1C | -2.4% | 4.1% | -4.9% | -0.2 | -11.5% | 0.0% | -0.5% | . | 0.4%
O=C(CSc1nc2[nH]ncc2c(=O)[nH]1)NCc1ccc(F)cc1 | 2.2% | -4.7% | -1.7% | 24.4 | -5.4% | -3.7% | 11.8% | -0.1% | 5.9%
Cc1c(-c2ccccc2)oc2c(C(=O)OCC(=O)Nc3cccc(F)c3)cccc2c1=O | 21.1% | 1.2% | -1.3% | -3.1 | -2.6% | 5.3% | 4.9% | . | 0.2%
CC1c2[nH]c3ccccc3c2CCN1C(=O)Nc1ccccc1 (stereo not given) | ? | ? | ? | -11.7 | 8.2µM* | ? | -41.6%[57.1 µM] | -18.0% | 9.9%
COC(C[C@H]1O[C@H]1[C@H](O)COCc1ccccc1)OC | -1.8% | 0.0% | 2.6% | 11.6 | 6.9% | 3.5% | 9.9% | 3.6% | 18.2%
COc1cc(C(=O)N(C)CC2CCN(CCc3cccc(C(F)(F)F)c3)CC2)ccc1C | ? | ? | ? | -86.4* | -20.3% | ? | 3.9% | ? | ?
O=C1CN(C(=O)CSc2nnnn2-c2ccc(Cl)cc2)c2ccccc2N1 | -1.6% | 10.8% | 5.1% | -11.3 | 16.4µM* | 1.7% | -3.8% | -1.7% | 7.1%
Cc1nc(SCC(=O)c2ccccc2)c([N+](=O)[O-])[nH]1 | -13.8% | -11.0% | -1.7% | 23.3 | -0.7% | 8.6% | -1.1% | 1.8% | 2.7%
Cc1ccc(NS(=O)(=O)c2ccc(NC(=O)c3cccc(NC(=O)C(C)C)c3)cc2)cc1 | ? | -27.1% | ? | -1.4 | 9.4% | ? | -6.3% | -11.8% | ?
O=C(Nc1nccs1)C1CCN(S(=O)(=O)c2ccc(F)cc2)CC1 | 11.2% | -1.4% | -7.0% | 12.3 | 5.7% | -14.0% | -5.4% | -3.9% | -0.1%
COc1cccc(C(=O)c2c[nH]c(C(=O)NCc3cccs3)c2)c1 | 0.5% | 13.1% | -4.2% | -62.1* | 0.6% | 6.9% | -3.2% | 1.4% | -0.9%
CN1CCN(C(=O)CCc2nc3ccccc3n2-c2ccccc2)CC1 | -5.6% | 2.5% | -5.0% | -16.7 | -21.4% | -0.2% | -9.3% | -11.6% | 0.7%
C[C@@]12C(=O)N(c3cccc(Cl)c3)C(=O)N1[C@H](c1ccc(Cl)cc1)[C@@H]1C(=O)N(C3CCCCC3)C(=O)[C@@H]12 | 5.8% | ? | -26.5% | ? | -9.5% | -26.0% | -13.6% | -15.1% | -26.8%
CCc1ccccc1NC(=O)CNC(=O)c1cccc(S(=O)(=O)N2CCN(Cc3ccccc3)CC2)c1 | 5.4% | ? | -2.0% | ? | 16.4µM* | -0.3% | 4.5% | 2.6% | 7.7%

Quoted at random: 2 entries already listed
SMILES | SW480 rerep | KB-3-1 cytotox | HT1080-NT tox | IL-1B inflam inh | KB-V1 cytotox | HT1080 IDH1KD tx | WRN helicase inh | ATXN2 expr inh | MCF10A rereplic
CCc1cc2c(=O)n(-c3ccccc3)cnc2s1 | -3.1% | -15.3% | 16.6% | -12.4 | 0.0% | 11.7% | 1.5% | 37.4% | 0.8%
CN1CCN(C(=O)CCc2nc3ccccc3n2-c2ccccc2)CC1 | -5.6% | 2.5% | -5.0% | -16.7 | -21.4% | -0.2% | -9.3% | -11.6% | 0.7%

Other records.
SMILES | SW480 rerep | KB-3-1 cytotox | HT1080-NT tox | IL-1B inflam inh | KB-V1 cytotox | HT1080 IDH1KD tx | WRN helicase inh | ATXN2 expr inh | MCF10A rereplic
CCOc1ccc(/C=N/NC(=O)c2ccc3nc[nH]c3c2)cc1OC | . | -1.3% | 0.9% | -18.2 | 17.8% | -1.0% | -4.2% | . | .
COc1cccc(SCc2noc(C(=O)NCCCN3CCOCC3)c2C(=O)NCCCN2CCOCC2)c1 | -4.1% | -0.1% | -4.6% | -5.6 | ? | -4.1% | 10.9% | -4.3% | 6.2%
CN1/C(=C\C(=O)CSc2nncn2C)C(C)(C)c2ccccc21 | -9.7% | 6.6% | 12.1% | 9.6 | 3.8% | 8.4% | -3.1% | -21.1% | -16.9%
COc1cccc(NC(=O)CN2C(=O)NC(C)(CC(C)C)C2=O)c1 (stereo not given) | 3.1% | -13.5% | -9.1% | -0.6 | -7.9% | -13.7% | -7.8% | -9.5% | -3.7%
CCOc1ccc(S(=O)(=O)N2CCC(C(=O)OC(C)C(=O)N3CCOCC3)CC2)cc1 (stereo not given) | -1.9% | 29.0% | 9.4% | -0.1 | -1.5% | -8.6% | -0.1% | 7.5% | 7.0%
Cc1ccc(NS(=O)(=O)c2ccc(Br)s2)cc1S(=O)(=O)N1CCOCC1 | -9.3% | -2.3% | -4.7% | 23.3 | 18.4% | -23.4% | 1.5% | 0.7% | -14.2%
O=C(Nc1cccc(C(F)(F)F)c1)c1cccnc1NCCc1ccccc1 | 17.2% | ? | ? | -67.4* | ? | ? | -25.9% | -23.0% | ?
Cc1cccc2nc(CSc3nnc4ccccn34)cn12 | 0.3% | 3.1% | 3.0% | 13.5 | 0.0% | 1.4% | 7.2% | -9.2% | -2.0%
COCCCn1c(=O)c2ccccc2c2ccccc2c1=O | -4.8% | -1.3% | 11.5% | 12.8 | ? | 6.5% | -10.0% | 7.8% | -4.4%
Cc1ccc(/C=N/N=C2/NC(=O)C(CC(=O)N3CCOCC3)S2)cc1 (stereo not given) | -11.0% | -13.4% | -16.0% | 16.4 | 2.1% | 4.7% | -2.6% | . | 7.9%
Cc1ccc(NC(=O)c2cccs2)cc1NC(=O)c1cccc(F)c1 | ? | -1.6% | 3.6% | 0.0 | -13.1% | 0.5% | -5.3% | -11.7% | ?
CN(C)c1ccc(Nc2nc(N)c([N+](=O)[O-])c(N3CCOCC3)n2)cc1 | ? | 8.1% | -11.2% | -86.7* | -12.7% | -17.9% | -20.9%[57.1 µM] | 2.2% | ?
Cc1ccccc1OCCC(=O)N(CC(=O)Nc1ccccc1C(F)(F)F)Cc1ccco1 | ? | -6.3% | 10.2% | -4.1 | 0.0% | 5.4% | 0.1% | -11.5% | 2.8%
O=[N+]([O-])c1ccc(-n2nncc2-c2ccccc2)cc1 | -1.2% | 5.2% | -0.1% | -3.3 | -2.0% | -5.1% | 3.8% | . | -3.1%
